From PubChem BioAssay
mIDH1 inhibitor: inhibitors of human mutant IDH1 R132H. O75874. 390,000 compounds, 0.093% hits. IDH1-R132H enzyme, NADPH consumption, diaphorase/resazurin fluorescence. Potency, µM (doses to about 76.6 µM), inactives show at the highest dose activity change, negative = inhibition, usual class: inhibitors; also: potency is read from the fitted curve at half-maximal effect; % is scaled to controls: 0 for no effect and ±100 for the full control effect; nearly all actives have a fitted effect of over 65% in size
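IDH1-R132H (0.5 ug/mL dispensed) in pH 7.5 Tris buffer was preincubated 30 min with compound, then given a substrate mix of 0.016 mM NADPH and 2 mM alpha-KG for 80 min at room temperature; remaining NADPH was read by diaphorase/resazurin fluorescence.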
USP1 inh: blocks the human USP1/UAF1 deubiquitinase complex | O94782 | Potency, µM (titrated, usually from 57.1 µM), for the others: top-dose activity change, negative = inhibition, actives largely listed as inhibitors | 390,000 compounds, 0.23% hits | recombinant USP1/UAF1, Ub-Rhodamine cleavage fluorescence | AID 743255; also: potency is read from the fitted curve at half-maximal effect; % is scaled to controls: 0 for no effect and ±100 for the full control effect; nearly all actives have a fitted effect of over 60% in size; inactives centre near -12
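USP1/UAF1 complex (1 nM) preincubated 15 min at room temperature with compound, then Ub-Rho substrate (150 nM final) added. Kinetic fluorescence at 480/540 nm over 6 reads at 60 s intervals; 50 mM HEPES pH 7.8, 0.5 mM EDTA, 0.1 mg/ml BSA, 1 mM TCEP, 0.01% Tween-20.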
TrxR1 substrate: substrates of rat thioredoxin reductase 1; O89049; purified TrxR1 substrate turnover, NADPH consumption readout; Potency, µM (titrated, usually from 114 µM), for inactives: top-dose activity change, negative = substrate turnover; 390,000 compounds, 0.01% hits; also: potency is read from the fitted curve at half-maximal effect; % is scaled to controls: 0 for no effect and ±100 for the full control effect; nearly all actives have a fitted effect of over 50% in size
Target sequence (O89049 whole entry, looked up): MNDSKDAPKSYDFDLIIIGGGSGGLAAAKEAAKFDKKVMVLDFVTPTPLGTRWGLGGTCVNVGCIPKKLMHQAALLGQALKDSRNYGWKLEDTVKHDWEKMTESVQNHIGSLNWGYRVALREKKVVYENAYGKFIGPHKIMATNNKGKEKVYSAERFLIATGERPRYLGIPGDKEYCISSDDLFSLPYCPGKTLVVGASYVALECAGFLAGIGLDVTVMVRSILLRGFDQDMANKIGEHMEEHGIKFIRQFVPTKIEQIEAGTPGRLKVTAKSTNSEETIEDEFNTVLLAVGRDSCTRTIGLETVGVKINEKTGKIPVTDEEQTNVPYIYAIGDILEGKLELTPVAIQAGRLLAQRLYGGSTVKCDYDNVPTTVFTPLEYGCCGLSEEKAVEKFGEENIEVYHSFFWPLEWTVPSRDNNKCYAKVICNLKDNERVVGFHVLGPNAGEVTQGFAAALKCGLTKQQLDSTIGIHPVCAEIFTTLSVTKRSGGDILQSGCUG
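Rat TrxR1, dispensed at 90 nM, was prereduced with 400 uM NADPH (final) for 5 min at ~22 deg C, then incubated with compound 15 min before 400 uM selenite. A first-read NADPH fluorescence drop versus no-compound background flagged substrates.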
rTrxR1 inhibitor: inhibitors of rat thioredoxin reductase 1; Potency, µM (doses to about 114 µM), inactives show top-dose activity change, negative = inhibition, most hits filed as inhibitors; AID 588453; O89049; 390,000 compounds, 1% hits; recombinant rTrxR1, NADPH fluorescence consumption, selenite substrate; also: potency is read from the fitted curve at half-maximal effect; % is scaled to controls: 0 for no effect and ±100 for the full control effect; nearly all actives have a fitted effect of over 65% in size
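Rat TrxR1 (90 nM in the dispensed reagent) was pre-reduced with 400 uM NADPH for 5 min at room temperature, then incubated with compound for 15 min. After 400 uM selenite was added, NADPH fluorescence (Ex 340/Em 450 nm) was followed for 8 min.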
D2 antagonist: antagonists of human D2 dopamine receptor; P14416; AID 485344; inhibition, % at 10 µM; 340,000 compounds, 2% hits; HEK293 TREx D2 cells, calcium flux, dopamine EC80; in the data active = inhibition above about 30%; also: 0% is about no effect
Target sequence (P14416 whole entry, looked up): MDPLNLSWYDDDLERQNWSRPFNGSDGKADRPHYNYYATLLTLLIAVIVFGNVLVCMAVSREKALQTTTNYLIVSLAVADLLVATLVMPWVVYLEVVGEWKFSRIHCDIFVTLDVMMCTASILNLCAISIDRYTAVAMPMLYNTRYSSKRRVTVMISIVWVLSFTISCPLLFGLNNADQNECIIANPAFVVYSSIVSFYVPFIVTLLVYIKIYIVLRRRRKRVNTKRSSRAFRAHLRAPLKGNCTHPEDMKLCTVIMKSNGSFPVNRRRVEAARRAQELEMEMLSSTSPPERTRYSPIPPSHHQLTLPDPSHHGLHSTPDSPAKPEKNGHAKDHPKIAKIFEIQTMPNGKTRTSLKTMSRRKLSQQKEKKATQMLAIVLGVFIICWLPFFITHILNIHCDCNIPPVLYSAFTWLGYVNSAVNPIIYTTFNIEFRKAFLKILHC
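Dopamine at EC80 is the agonist stimulus; test compounds precede it by 180 s. Calcium flux read kinetically in a force-coupled, inducible HEK293 T-REx D2 cell line.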
Pin1 inh: human Pin1 inhibition; Q13526; AID 504891; 390,000 compounds, 0.009% hits; Potency, µM (top dose mostly 115 µM), for the others: at the top dose activity, negative = inhibition, hits mostly inhibitors; Pin1 FP peptide displacement, HiFluor488, 10 min; active = well fitted inhibition curve with a large enough effect in the polarisation, with a control signal flat, not every such curve was filed as active; inconclusive = small, poorly fitted or top-dose-only effect, or effect the other way, or a change in a side signal; inactive = no such curve, though single readings can be large or run the other way; the % refers to the polarisation; also: potency is read from the fitted curve at half-maximal effect; % is scaled to controls: 0 for no effect and ±100 for the full control effect
Target sequence (Q13526 whole entry, looked up): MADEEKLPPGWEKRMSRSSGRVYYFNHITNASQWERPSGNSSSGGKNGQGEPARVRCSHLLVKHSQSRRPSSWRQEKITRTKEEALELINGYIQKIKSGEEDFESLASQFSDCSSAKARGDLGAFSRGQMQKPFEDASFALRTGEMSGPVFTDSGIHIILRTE
D2 ag: agonists of human D2 dopamine receptor. P14416. HEK293 T-REx D2 cells, calcium flux agonist mode. activation, % at 2 µM. 340,000 compounds, 0.53% hits;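 active = activation over 3 SD above normal in the single-dose calcium agonist read, cut at about 30% in these data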; also: 0% is about no effect
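In this primary screen, compounds producing a positive calcium signal within 180 s of addition to tetracycline-induced, force-coupled HEK293 Trex D2 cells are flagged; cells are dye-loaded with a no-wash calcium kit beforehand.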
TRHR PAM: TRH receptor (human) allosteric enhancement. TRHR cells, fluo-8 calcium fluorescence, EC20 TRH enhancement. 360,000 compounds, 0.66% hits. P34981. enhancement, % at 2 µM; in the data active = enhancement above about 30%; also: 0% is about no effect
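Enhancer read-out: after compound pinning and an initial kinetic agonist-mode read, an EC20 of TRH (10 nM final) was injected and fluo-8 calcium signal (Ex 480/Em 530) followed at 1 s/cycle for 100 cycles in TRHR-expressing cells.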
TRHR ag: TRH receptor (human) agonism; P34981; activation, % at 2 µM; 360,000 compounds, 0.18% hits; TRHR cells, calcium flux fluo-8, FDSS agonist mode; in the data active = activation above about 30%; also: 0% is about no effect
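Fluo-8-loaded TRHR cells; 10 s baseline, compound added, kinetic Ca2+ fluorescence read 1/s, agonist mode.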
* = called active by the depositor; ? = inconclusive; nt = not tested or not shown; [ ] = dose if it differs, or a comment. Unless noted, calls follow the shape of the dose curve; as a rule, active = well fitted inhibition curve with a large enough effect; inconclusive = small, poorly fitted or top-dose-only effect; inactive = no such curve, though single readings can be large or run the other way.

SMILES	mIDH1 inhibitor	USP1 inh	TrxR1 substrate	rTrxR1 inhibitor	D2 antagonist	Pin1 inh	D2 ag	TRHR PAM	TRHR ag
CCCCn1c(=O)c(C(=O)NCCc2ccccc2)c(O)c2ccccc21	9%	-24%	3%	19%	11	0%	0.2	-1	0.2
Cc1ccccc1CCNCc1cc2cccc(C)c2[nH]c1=O	3%	-3%	0%	5%	-14	4%	0.5	-11	0.8
Cn1c(O)c(C=Nc2ccc(Br)cc2)c(=O)n(C)c1=O	12%	-15%	7%[57.1 µM]	4%[57.1 µM]	11	5%	-0.1	-3	-1.1
O=C1CC(N2CC=C(c3ccc(F)cc3)CC2)C(=O)N1c1ccc(F)cc1 (stereo not given)	5%	-15%	-1%	?	-6	31%[activator]	-1.2	-2	0.9
c1ccc(-c2[nH]c(-c3ccccc3)[n+](CC3CO3)c2-c2ccccc2)cc1 (stereo not given)	-10%	-13%	7%	2%	-8	2%	-0.8	1	-1.7
CC(C)(C)N1CC(C(=O)c2ccccc2)C1c1ccccc1 (stereo not given)	4%	-6%	18%[11.4 µM]	12%[57.1 µM]	nt	0%	nt	nt	nt
Cc1cnn(C2CCN(C)CC2)c1N	15%	0%	-3%	1%	nt	-8%	nt	0	-0.5
Cc1ccc2nc(N3CCC(C(=O)N4CCC5(CC4)OCCO5)CC3)sc2c1	-1%	5%	-4%	-8%	nt	-1%	nt	0	-0.2
CC1=CC2OC3CC4OC(=O)C=CC=CC(=O)OCCC(C)C(O)C(=O)OCC2(CC1O)C4(C)C31CO1 (stereo not given)	-2%	-9%	2%[11.4 µM]	6%[11.4 µM]	nt	-9%	nt	nt	nt
Cc1ccc(OCC(=O)Nc2ccc(Cl)cc2C(=O)c2ccccc2)cc1C	-19%	-7%	9%	22%	nt	-2%	nt	16	0.4
COc1ccc(-c2cc3cc(OC)c(OC)cc3cn2)cc1OC	-11%	-21%	7%	-9%[57.1 µM]	nt	59%[activator]	nt	nt	nt
CCOC(=O)c1[nH]c(=O)c2ccccc2c1O	5%	?	36%[activator]	10%	-29	-3%	0.3	2	0.3
CN1C(=O)C(Cc2ccccc2)C(=O)N(C)C1=O	0%	-20%	10%[11.4 µM]	6%[11.4 µM]	nt	-4%	nt	nt	nt
Cn1c(C(=O)NCCOc2ccccc2Cl)cc(=O)n(C)c1=O	14%	-5%	-4%[57.1 µM]	41%[activator][57.1 µM]	-8	-4%	0.1	2	-0.4
COc1ccc(N2C(=O)NC(=O)/C(=C\c3ccc([N+](=O)[O-])s3)C2=O)cc1	-13%	16µM*	-3%[57.1 µM]	25µM*	-3	?	1.7	-1	4.0
C[C@]12C=CC(=O)C=C1CC[C@@H]1C2=CC[C@]2(C)[C@@H](C(=O)CN3CCN(c4cc(N5CCCC5)nc(N5CCCC5)n4)CC3)CC[C@@H]12	?	?	?	?	nt	?	nt	nt	nt
O=C1NC(=O)N(c2ccccc2)C(=O)/C1=C/c1ccc(Sc2ccccc2)o1	-8%	-20%	-4%	14µM*	-15	25%	-2.3	-2	2.2
O=[N+]([O-])c1oc2ccc3ccccc3c2c1CCO	0%	-16%	11%[57.1 µM]	12%[11.4 µM]	nt	0%	nt	nt	nt
O=C(c1ccc(CS(=O)(=O)c2ccc(Br)cc2)o1)N1CCC2(CC1)OCCO2	-4%	-19%	2%	7%	18	-2%	0.2	-22	-0.4
O=C(O)c1cccc(NC(=O)N2C[C@H]3C[C@@H](C2)c2cccc(=O)n2C3)c1	25%	?	7%	11%	-1	-9%	0.1	8	0.3

Filtered by structure: the compounds so far containing a nitro group on carbon.
SMILES	mIDH1 inhibitor	USP1 inh	TrxR1 substrate	rTrxR1 inhibitor	D2 antagonist	Pin1 inh	D2 ag	TRHR PAM	TRHR ag
COc1ccc(N2C(=O)NC(=O)/C(=C\c3ccc([N+](=O)[O-])s3)C2=O)cc1	-13%	16µM*	-3%[57.1 µM]	25µM*	-3	?	1.7	-1	4.0
O=[N+]([O-])c1oc2ccc3ccccc3c2c1CCO	0%	-16%	11%[57.1 µM]	12%[11.4 µM]	nt	0%	nt	nt	nt

Other structures
SMILES	mIDH1 inhibitor	USP1 inh	TrxR1 substrate	rTrxR1 inhibitor	D2 antagonist	Pin1 inh	D2 ag	TRHR PAM	TRHR ag
COc1ccc2[nH]c3c(c2c1)CCN=C3C	-1%	5%	0%	-2%	-7	57%[activator]	0.7	3	1.0
CCCCn1c(=O)c(C=Nc2ccc(Cl)cc2)c(O)n(Cc2ccco2)c1=O	7%	-26%	10%[57.1 µM]	9%[57.1 µM]	-11	?	-0.7	14	0.1
c1cncc(C2CCCCN2)c1 (stereo not given)	2%	-11%	7%[57.1 µM]	1%[57.1 µM]	-12	-1%	-0.3	6	0.7
CC(=O)Nc1ccc2c(c1)CC1(C(=O)N(C)C(=O)N(C)C1=O)C1CCCN21 (stereo not given)	-3%	-24%	6%[57.1 µM]	?	8	2%	0.8	5	0.0
COc1ccc(-c2nc(CN3C(=O)CN=C(c4ccccc4Cl)c4cc(Cl)ccc43)c(C)o2)cc1OC	?	-19%	2%	21%	nt	1%	7.0	-10	-0.1
C1CC2NCCC3NCCC(N1)N32 (stereo not given)	-19%	-17%	-2%[57.1 µM]	1%[57.1 µM]	-16	-2%	-0.7	13	-1.1
COc1ccc(/C=C2\C(=N\O)C3CCN2CC3)cc1	-3%	-14%	-12%	-15%	-12	-7%	0.3	3	0.0
CCCCCCCCn1sccc1=O	-5%	-16%	2%	?	-9	-2%	1.4	2	0.1
COc1cc2[nH]c(=O)n(-c3cccc(Cl)c3)c(=O)c2cc1OC	5%	-15%	27%	4%	2	3%	1.5	1	-0.1
CCCCCCCC(=O)NC(Oc1ccccc1[N+](=O)[O-])C(Cl)(Cl)Cl (stereo not given)	9%	-5%	-3%	3%	3	-11%	-0.9	-4	-0.7
CN1CCN(c2ccc(N)cc2Cl)CC1	6%	-11%	-6%[57.1 µM]	0%[57.1 µM]	46*	31%[activator]	2.3	-1	0.5
CCCOP(=O)(OCCC)C(NC(=O)c1ccccc1)=C(Cl)Cl	-2%	-19%	-5%	2%	-10	-8%	-0.6	-3	0.0
COC(=O)C1=C(c2ccc(Cl)c(C(F)(F)F)c2)C[C@@H]2CC[C@H]1N2C(=O)NCc1ccco1	-12%	-15%	-8%	-16%	0	-12%	-2.4	-15	-1.2
CC(=O)c1cccc(NC(=O)CSc2ncc3c(n2)-c2cc(Cl)ccc2N(Cc2ccccc2)S3(=O)=O)c1	5%	-16%	11%[57.1 µM]	15%[57.1 µM]	nt	45%[activator]	0.3	-2	1.0
O=C1/C(=C/c2ccc3c(c2)OCO3)N2CCC1CC2	4%	3%	-11%	-19%	7	-11%	-0.4	-1	0.7
CCCNC(=O)N1[C@H]2CC[C@@H]1C(C(=O)OC)=C(c1ccc(OC(F)(F)F)cc1)C2	3%	-25%	11%[57.1 µM]	13%[57.1 µM]	12	0%	-1.0	-4	-0.8
O=C(c1c[nH]cc1-c1ccccc1)c1cccc2ccccc12	16%	-13%	11%	-11%	12	1%	0.4	-6	-0.1
CCOP(=O)(C1=C(O)C(=O)C(C(C)(C)C)=CC1=O)c1ccccc1 (stereo not given)	1%	?	8%	4.5µM*	-4	?	0.2	-4	-0.5
COC(=O)C1=C(c2ccc(S(C)(=O)=O)cc2)C[C@@H]2CC[C@H]1N2C(=O)NCc1ccccc1	-13%	-16%	-3%	11%	nt	?	nt	nt	nt
CCCCOC(=O)c1ccccc1C(=O)OCc1ccccc1	22%	?	-5%	15%	-6	-5%	-0.9	13	-0.5
COc1ccc(Cn2c(O)c(/C=N/NC(=O)c3ccccc3)c(=O)[nH]c2=O)cc1	-18%	-8%	-11%	-15%	-6	21%	-0.8	-7	-0.7
COc1cccc(OCc2cc(C(=O)N3C[C@H]4C[C@@H](C3)c3cccc(=O)n3C4)no2)c1	-6%	-7%	3%	-7%	8	3%	0.3	11	-0.5
Cc1cccc(-n2c(/C=C\c3cccc(Br)c3)nc3ccccc3c2=O)c1	-19%	?	-2%[57.1 µM]	8%[57.1 µM]	nt	3%	-0.3	0	-0.4
COC(=O)C1=C(c2cccc(C#N)c2)C[C@@H]2CC[C@H]1N2C(=O)NC1Cc2ccccc2C1	-6%	16%	7%[57.1 µM]	14%[57.1 µM]	13	-12%	0.4	-5	0.5
CCOC(=O)C1(c2ccccc2)CCN(CCC(=O)Nc2cccc(Br)c2)CC1	-9%	-17%	-6%[57.1 µM]	-6%[57.1 µM]	nt	0%	nt	-4	0.3
Cc1ccccc1NS(=O)(=O)c1ccc(OCC(=O)N2CCN(C)CC2)cc1	5%	-3%	10%	17%	8	5%	-0.2	7	0.0
COC(=O)C1=C(c2ccc(C(C)=O)cc2)C[C@@H]2CC[C@H]1N2C(=O)N1CCC(C)CC1	3%	14%	8%[57.1 µM]	-13%[57.1 µM]	9	3%	-0.1	-5	0.1
N#CC(C#N)=Cc1ccc(O)c(O)c1	-5%	-11%	4%[57.1 µM]	17µM*	-22	6%	0.9	9	-1.0
CC(=O)c1c(O)n(C2CCCCCC2)c(=O)[nH]c1=O	-9%	-5%	-2%	-22%	-26	26%	0.7	-2	-0.3
CC(C(=O)c1ccc2ccccc2c1)N1CCCCC1 (stereo not given)	4%	-10%	35%	39%[activator]	5	-12%	0.7	0	0.0
CCOC(=O)C1CCN(/C=C2/C(=O)NC(=S)N(c3cccc(OC)c3)C2=O)CC1	-4%	-9%	-3%	8%	-11	17%	-0.1	4	0.7
CCN1CCN(c2cc(N3CCCC3)c(F)cc2[N+](=O)[O-])CC1	9%	-17%	-17%	-15%	-14	10%	-0.8	7	0.0
CCOC(=O)C(NC(=O)CC)(Nc1ccc(C(O)(C(=O)OCC)C(F)(F)F)cc1C)C(F)(F)F (stereo not given)	5%	-13%	-6%	4%	34*	1%	-0.6	-5	0.2
Fc1ccc(CNCCc2ccccc2F)cc1	0%	-18%	-4%	6%	nt	-1%	nt	-1	1.2

Some of the compounds tested; count on the stated rates, not on these rows.
